Bioassay records: PubChem BioAssay, National Center for Advancing Translational Sciences (NCATS)
Shiga inhibitor: blocks Shiga toxin action in Vero cells; inhibition, % at 38.7 µM; hit rate 9.2% among 290,000; Vero cells, Shiga toxin protein synthesis inhibition reporter; AID 2315; in the data active = inhibition mostly above about 28%, no sharp cut-off; inactive = mostly below about 43%; also: 0% is about no effect
TbPYK inhibitor: T. brucei pyruvate kinase inhibition. TbPYK enzyme, Kinase-Glo Plus ATP luminescence, 45 min. Potency, µM (doses to about 76.8 µM), for the others: at the highest dose activity, negative = inhibition, most hits filed as inhibitors. Q57TT1. hit rate 0.12% among 410,000. AID 624173; also: potency is read from the fitted curve at half-maximal effect; % is scaled to controls: 0 for no effect and ±100 for the full control effect; nearly all actives have a fitted effect of over 50% in size
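TbPYK + substrate in 50 mM TEA pH 7.2, 100 mM KCl, 10 mM MgCl2, 0.05% BSA, 0.01% Tween-20; cpd pinned; ADP 130 uM final; 45 min RT; Kinase-Glo Plus 10 min; luminescence endpoint.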
LmPK inhibitor: inhibitors of Leishmania mexicana pyruvate kinase. Potency, µM (top dose mostly 57.5 µM), for the others: top-dose activity change, negative = inhibition, actives largely listed as inhibitors. Q27686. hit rate 0.37% among 290,000. purified LmPK, Kinase-Glo ATP luminescence, 1 h; also: potency is read from the fitted curve at half-maximal effect; % is scaled to controls: 0 for no effect and ±100 for the full control effect
Target sequence (Q27686 whole entry, looked up): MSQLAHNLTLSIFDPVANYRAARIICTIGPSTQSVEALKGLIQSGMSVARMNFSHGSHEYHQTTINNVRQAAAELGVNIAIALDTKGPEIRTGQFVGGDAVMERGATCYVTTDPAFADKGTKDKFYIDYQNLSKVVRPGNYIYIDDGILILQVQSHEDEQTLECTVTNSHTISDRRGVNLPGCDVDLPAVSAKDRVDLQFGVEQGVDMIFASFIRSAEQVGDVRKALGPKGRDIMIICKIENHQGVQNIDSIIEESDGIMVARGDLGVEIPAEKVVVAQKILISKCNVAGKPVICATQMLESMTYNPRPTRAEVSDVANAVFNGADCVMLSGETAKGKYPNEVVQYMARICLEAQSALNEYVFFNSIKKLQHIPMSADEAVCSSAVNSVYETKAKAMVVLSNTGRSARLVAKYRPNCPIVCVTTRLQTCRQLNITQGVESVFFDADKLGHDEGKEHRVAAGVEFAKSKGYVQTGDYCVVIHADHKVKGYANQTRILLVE
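Kinase-Glo luminescence read after 1 h RT reaction of 0.1 nM LmPK with 0.5 mM PEP and 0.1 mM ADP. Activity scaled between uninhibited and enzyme-free controls.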
CHX counter: counter-screen for Shiga toxin inhibitors: cycloheximide protein synthesis inhibition; cell reporter, cycloheximide protein synthesis inhibition counterscreen; max response, %; hit rate 12% among 300,000; AID 2314; in the data active = max response mostly above about 13%, no sharp cut-off; inactive = mostly below about 14%; also: read at 38.3 µM for the half of the compounds with a filed dose; 0% is about no effect
Pf growth 48h: P. falciparum growth inhibition at 48 hours (one generation); hit rate 5.9% among 310,000; Potency, µM (titrated, usually from 28.7 µM), inactives show at the top dose activity change, negative = inhibition, usual class: inhibitors; P. falciparum luciferase growth in erythrocytes, 48 h; also: potency is read from the fitted curve at half-maximal effect; % is scaled to controls: 0 for no effect and ±100 for the full control effect
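Luciferase-expressing P. falciparum in infected erythrocytes (2% hematocrit, 0.1% parasitemia final) in RPMI 1640/0.5% Albumax were exposed to compound for 48 hours at 37 C, 5% CO2; growth read as luminescence.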
HCV inh: inhibitors of hepatitis C virus infection; Huh7.5.1 HCVcc-Cre infection, luciferase reporter, 44 h; Potency, µM (highest dose often 41.8 µM), for the others: top-dose activity change, negative = inhibition, actives largely listed as inhibitors; hit rate 3.4% among 340,000; AID 651820; also: potency is read from the fitted curve at half-maximal effect; % is scaled to controls: 0 for no effect and ±100 for the full control effect
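Compounds are dispensed onto cells plated 4 h earlier at 1,000 per well, with HCVcc-Cre virus (about 0.5 moi) added next. Following 44 h of culture, luminescent signal is measured for 15 sec after 15 min with substrate at room temperature.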
Pf growth 96h: P. falciparum growth inhibition at 96 hour, primary screen for plastid delayed-death inhibitors. P. falciparum luciferase reporter growth, 96 h. Potency, µM (titrated, usually from 28.7 µM), for inactives: at the highest dose activity change, negative = inhibition, usual class: inhibitors. hit rate 6.9% among 320,000. AID 504834; also: potency is read from the fitted curve at half-maximal effect; % is scaled to controls: 0 for no effect and ±100 for the full control effect
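Infected RBCs, 2% Hct / 0.05% parasitemia final; luciferase-reporter P. falciparum; cpd 96 h, 37 C, 5% CO2; luciferase detection reagent; luminescence.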
Numbers without * were called inactive; ? = inconclusive; nt = no result given; [ ] = another dose, or the depositor's remark. Unless noted, calls follow the shape of the dose curve; as a rule, active = well fitted curve in the direction sought with a large enough effect; inconclusive = small, poorly fitted or top-dose-only effect, or another doubt; inactive = no such curve, though single readings can be large; an effect the other way counts as inactive or inconclusive.

Every second line gives: Shiga inhibitor | TbPYK inhibitor | LmPK inhibitor | CHX counter | Pf growth 48h | HCV inh | Pf growth 96h
> COc1ccc(CCNC(=O)CSc2nnc3ccc(-c4ccccn4)nn23)cc1
→ nt | -8% | nt | nt | 9% | 4% | 55%[activator]
> O=C(O)c1cc(S(=O)(=O)N(Cc2ccccc2)c2cccc(C(F)(F)F)c2)ccc1Cl
→ -2 | 1% | 7% | -3 | ? | 3% | -26%
> COc1cccc(-n2c(C)cc(/C=C3\C(=N)N4N=C(CC(=O)N5CCOCC5)SC4=NC3=O)c2C)c1
→ 2 | -23% | 1% | -5 | 13% | -15% | -16%
> CC(C)c1[nH]nc2c1C(C(C)C)C(C#N)=C(N)O2 (stereo unspecified)
→ 21 | 1% | 2% | -4 | -12% | -1% | 7.4µM*
> CC(=O)c1ccc(NC(=O)CCC(=O)OCC(=O)c2cccc([N+](=O)[O-])c2)cc1
→ 15 | 2% | 5% | -2 | 16% | 11% | ?
> CCOCCn1c(CN2CCCC(C)C2)nc2c1c(=O)n(C)c(=O)n2C (stereo unspecified)
→ 3 | -1% | 2% | -5 | 17% | 12% | 4%
> Cc1noc(C)c1S(=O)(=O)NCc1cccc(Cl)c1
→ nt | 7% | nt | nt | -27% | 15% | ?
> CCN(C(=O)CSc1nnc(COc2cccc(C)c2)o1)c1nc(C)cs1
→ -5 | 0% | -3% | -5 | 2% | -7% | ?
> O=C(COC(=O)/C=C/c1ccc(Cl)cc1)NC1CCCC1
→ nt | 2% | nt | nt | 33%[activator] | 6% | 30%[activator]
> COc1cccc(CNC(=O)CC2C(=O)NCCN2Cc2ccoc2)c1OC (stereo unspecified)
→ -12 | -3% | 7% | -2 | ? | -1% | 12µM*
> CC(OC(=O)c1cccs1)C(=O)Nc1nc(-c2ccccc2)cs1 (stereo unspecified)
→ 17 | -4% | 4% | 1 | 43%[activator] | -3% | 116%[activator]
> O=C(Cc1ccccc1)Nc1ccc(F)cc1
→ -4 | -3% | 1% | 2 | 26% | 11% | 38%[activator]
> COC(=O)c1c(C)oc2ccc(NS(=O)(=O)c3cccs3)cc12
→ -18 | nt | 2% | -2 | 3% | ? | nt
> CN(C)c1ccc(CCN2CCOCC2)cc1
→ nt | -12% | nt | nt | 138%[activator] | 16% | 112%[activator]
> CSc1cccc(NS(=O)(=O)c2cccc3nsnc23)c1
→ -13 | -3% | -5% | -2 | -10% | -5% | nt
> O=C(Cc1cccs1)N/N=C/c1ccccn1
→ 39* | -1% | 0% | 27* | 13% | 19% | 10%
> [O-][n+]1onc2c1CCC1N(O)C(c3ccccc3)CC21O (stereo unspecified)
→ -19 | -2% | -14% | 10 | 8% | 3% | nt
> COc1ccc(-c2csc3ncnc(N4CCN(c5ccc(OC)cc5)CC4)c23)cc1
→ -4 | 3% | -6% | 1 | ? | ? | 13µM*
> O=C(Nc1cccc(-n2cnnn2)c1)c1cc(Cl)ccc1Cl
→ -8 | -7% | -5% | -2 | -3% | ? | -6%
> COC(=O)c1nccnc1C(=O)Nc1ccccc1N1CCOCC1
→ -13 | -8% | 1% | 9 | 71%[activator] | 6% | 42%[activator]
> O=C(Nc1ccc(-c2n[nH]c(=S)o2)cc1)c1ccccc1Br
→ 7 | ? | -24% | -2 | 34%[activator] | -4% | ?
> CCc1nnc(NC(=O)c2ccc(COc3cccc(C)c3)o2)s1
→ -5 | 9% | 0% | -6 | 11% | 26% | 13%
> COc1ccc(C(N)=O)cc1NC(=O)c1cccc(F)c1
→ -20 | -7% | 0% | -3 | 43%[activator] | -21% | -29%
> N#CCC(=O)N/N=C/c1ccc(OCC(=O)Nc2ccc(F)cc2)cc1
→ -6 | 3% | -2% | -6 | 2% | 13% | 44%[activator]
> O=C1CNC(=S)N1Cc1cccc(Cl)c1
→ -5 | 2% | -1% | -3 | -11% | -19% | 0%
> CC(C)CNC(=O)c1cccc(NC(=O)c2ccco2)c1
→ -11 | 3% | -2% | 6 | 7% | ? | nt
> O=C(NC1CCCC1)c1cccc(NC(=O)c2ccco2)c1
→ 38 | nt | 0% | 3 | nt | 1% | -27%
> COc1cccc(C(=O)Nc2ccc3c(c2)C(=O)NC3=O)c1
→ 26 | -12% | -6% | 2 | 36%[activator] | 8% | 82%[activator]
> Cc1ccc(NC(=O)Nc2ccc3c(c2)nc(C)n3C)cc1C
→ 108* | nt | -1% | 45* | 127%[activator] | nt | ?
> Cc1ccc(C(=O)C[n+]2cc(Br)cc(Br)c2)cc1
→ -7 | -2% | 10% | -3 | -30% | -10% | ?

Rewritten bar-delimited: part of the list above.
SMILES | Shiga inhibitor | TbPYK inhibitor | LmPK inhibitor | CHX counter | Pf growth 48h | HCV inh | Pf growth 96h
O=C(NC1CCCC1)c1cccc(NC(=O)c2ccco2)c1 | 38 | nt | 0% | 3 | nt | 1% | -27%
COc1ccc(-c2csc3ncnc(N4CCN(c5ccc(OC)cc5)CC4)c23)cc1 | -4 | 3% | -6% | 1 | ? | ? | 13µM*

The main list resumes; the 3 compounds before the break are reprinted first.
Every second line gives: Shiga inhibitor | TbPYK inhibitor | LmPK inhibitor | CHX counter | Pf growth 48h | HCV inh | Pf growth 96h
> COc1cccc(C(=O)Nc2ccc3c(c2)C(=O)NC3=O)c1
→ 26 | -12% | -6% | 2 | 36%[activator] | 8% | 82%[activator]
> Cc1ccc(NC(=O)Nc2ccc3c(c2)nc(C)n3C)cc1C
→ 108* | nt | -1% | 45* | 127%[activator] | nt | ?
> Cc1ccc(C(=O)C[n+]2cc(Br)cc(Br)c2)cc1
→ -7 | -2% | 10% | -3 | -30% | -10% | ?
> COc1ccc(NC(=O)CNc2ccccc2N2CCCC2=O)cc1S(=O)(=O)N1CCOCC1
→ nt | 0% | nt | nt | ? | 0% | ?
> Cn1c(=O)c2c(SCCN3CCOCC3)nc(C3CCCC3)nc2n(C)c1=O
→ 0 | 3% | 4% | -1 | ? | -4% | 9%
> COC(=O)COc1ccc(S(=O)(=O)NCCC2=CCCCC2)cc1
→ -2 | 4% | 5% | -5 | 5% | 12% | 124%[activator]
> Cc1c(Cc2ccccc2)sc(NC(=O)/C=C/c2cccc3ccccc23)c1C(N)=O
→ -8 | -25% | 3% | -8 | 10% | -3% | ?
> O=C(Nc1ccc(S(=O)(=O)N2CCCC2)cc1)c1ccc(CN2CCOCC2)cc1
→ -9 | -5% | -1% | -1 | ? | 6.3µM* | 24%
> Cc1cc(C)nc(NC(=S)Nc2ccccc2)n1
→ 17 | 3% | 2% | 4 | 71%[activator] | -17% | 42%[activator]
> CN(CC(=O)OCC(=O)NCc1ccccc1)S(=O)(=O)c1ccc(Cl)cc1
→ -5 | 2% | -1% | -2 | -10% | 5% | 25%
> COc1ccc(OC)c(S(=O)(=O)N2CCN(CC(O)COc3ccc(C#N)cc3)CC2)c1 (stereo unspecified)
→ -5 | 1% | -6% | -6 | ? | ? | ?
> S=C(Nc1cccnc1)NC1CCCCCCC1
→ 2 | -1% | 5% | -1 | -15% | 1% | -9%
> CC(C)Oc1ccc(S(=O)(=O)N2CCCCC2)cc1NC(=O)C1=COCCO1
→ nt | 2% | nt | nt | ? | ? | 8.3µM*
> CC(=O)NCCOc1nc(N2CCCCC2)nc(N2CCCCC2)n1
→ -5 | 6% | 3% | 2 | -13% | ? | 16%
> COC(=O)C(Sc1nc(C)cc(C)c1C#N)c1ccccc1 (stereo unspecified)
→ 2 | -3% | 0% | 18 | 50%[activator] | -12% | 92%[activator]
> CCCCn1c(SCC(=O)Nc2ccc3c(c2)OCCO3)nnc1C(CC)N(C)C (stereo unspecified)
→ nt | -12% | nt | nt | ? | -10% | -45%
> Cn1[nH]c(C(F)(F)F)c(C=NCc2ccc(Cl)cc2)c1=O
→ -11 | -11% | 1% | 1 | -22% | -5% | 30%[activator]
> Cn1nc(C2CC2)cc1NC(=O)CC(CC(=O)O)c1ccccc1 (stereo unspecified)
→ 2 | -2% | -5% | -1 | 40%[activator] | 9% | ?
> CCC(Sc1nc2n[nH]c(C)c2c(=N)n1-c1cccc(Cl)c1)C(=O)NCCOC (stereo unspecified)
→ -6 | -1% | 4% | -4 | ? | -27% | 0%
> CCSC1=C(C#N)C(c2cccs2)C(C(=O)OC)=C(C)N1 (stereo unspecified)
→ -13 | -10% | 8% | -2 | nt | -15% | -39%
> CCOc1ccc(-c2cc(C)[n+](CCN3CCOCC3)c(-c3ccc(OCC)cc3)c2)cc1
→ 3 | 3% | 3% | 0 | 0.66µM* | -17% | 0.37µM*
> CC1CCCCN1C(=O)CCC(=O)Nc1nnc(C(F)(F)F)s1 (stereo unspecified)
→ -7 | 14% | 8% | 8 | -5% | ? | 4%
> Cc1nc2nc(SCc3ccccc3)nn2c(C)c1C
→ nt | 0% | nt | nt | 11% | -2% | 42%
> COc1ccc2nc(NC(=O)c3ccccc3-c3ccccc3C(=O)O)sc2c1
→ 13 | 1% | -4% | 11 | 7% | -22% | ?
> Cc1ccc(NC(=O)Nc2ccccc2)c(Br)c1
→ 105* | -1% | 1% | 64* | 212%[activator] | ? | 7.4µM*
> C/C(=N\N1CCCCC1)c1c(O)[nH]c(=O)[nH]c1=O
→ 10 | -1% | -4% | 18* | 10% | 9% | ?
> CC(=O)c1ccc(-n2c(-c3cc(-c4ccco4)[nH]n3)n[nH]c2=S)cc1
→ 26 | ? | ? | 2 | -25% | 5% | ?
> Cc1cc(C(=O)CSC(C)c2nc3ccccc3c(=O)[nH]2)c(C)n1C (stereo unspecified)
→ -3 | -6% | 4% | 4 | -7% | 2% | nt
> COc1ccc(-c2nnn(CC(=O)N(C3CCCC3)C(C)C(=O)NC3CCCC3)n2)cc1OC (stereo unspecified)
→ 21 | 0% | 5% | -2 | ? | -22% | ?
> O=C(O)COc1ccccc1/C=N/NC(=O)CSc1nnc(SCc2ccc(Cl)cc2)s1
→ 30 | 5% | 17% | 1 | 15% | 2% | 9%
> O=C(NCc1cccnc1)c1cc(Sc2ccccc2Cl)nc2ccccc12
→ -7 | 0% | -6% | -2 | -15% | ? | 7%
> C=CCOC(=O)C(=O)/C=C/c1csc2ccccc12
→ -8 | -6% | 9% | 11 | -17% | 26% | 40%[activator]
> O=C(CCCC1=NS(=O)(=O)c2ccccc2N1)Nc1ccccc1
→ -3 | 6% | 3% | 2 | 7% | -1% | ?
> COc1ccc(CCn2c(O)c(C=Nc3ccc(F)cc3)c(=O)[nH]c2=O)cc1OC
→ 19 | 2% | 5% | -2 | -4% | -6% | 12%

Single records (already shown).
Entry for CSc1cccc(NS(=O)(=O)c2cccc3nsnc23)c1 : Shiga inhibitor = -13; TbPYK inhibitor = -3%; LmPK inhibitor = -5%; CHX counter = -2; Pf growth 48h = -10%; HCV inh = -5%; Pf growth 96h = nt
Entry for CCCCn1c(SCC(=O)Nc2ccc3c(c2)OCCO3)nnc1C(CC)N(C)C (stereo unspecified) : Shiga inhibitor = nt; TbPYK inhibitor = -12%; LmPK inhibitor = nt; CHX counter = nt; Pf growth 48h = ?; HCV inh = -10%; Pf growth 96h = -45%
